Screening results (PubChem)
aSyn 5UTR inh = MLPCN primary screen, SNCA 5' untranslated region. hit rate 0.82% among 300,000. inhibition, % (tested at 7.5 µM). alpha-synuclein 5'UTR reporter, inhibitor activity; in the data active = inhibition above about 60%;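 note: H4 neuroglioblastoma cells stably carrying SNCA 5'UTR luciferase fusion; 0% = DMSO wells and 100% = positive control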
SKKanGAS inh = SKKanGAS growth inhibition; S. pyogenes SKKanGAS, kanamycin growth, BacTiter-Glo, 6 h; inhibition, % at 7.5 µM; hit rate 1.3% among 300,000;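 active = mean replicate score, as percent of positive control median, at least 50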;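 note: strain carries kanamycin resistance gene driven by streptokinase promoter and grows in 40 µg/ml kanamycin; loss of luminescence reflects streptokinase promoter inhibition or plain growth inhibition; 0% = median of DMSO wells and 100% = positive control at its reference dose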
MrgX1 antag = blocks BAM8-22 activation of human MrgX1 receptor; Q96LB2; MRGX1-HEK293 calcium flux, Fluo-4, BAM8-22 antagonism; hits give low values; B-score at 10 µM; AID 588676; hit rate 1.3% among 310,000;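 active = calcium-response B-score plate-corrected more than 3 library SD below zero, starting fluorescence within 5 deviations, no agonist response on first addition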;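 note: peak minus trough fluorescence over baseline after final BAM8-22 challenge near maximal dose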
KLF5 inhibitor = inhibitors of KLF5 expression. hit rate 0.23% among 290,000. DLD-1 KLF5 promoter-luciferase reporter, luminescence. AID 1700. inhibition, % at 5 µM;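 active = inhibition above a per-plate limit of that plate's mean compound inhibition plus 3 SD, cut at about 60% in these data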;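 note: 0% = DMSO wells and 100% = LY294002 at 200 µM; higher means less KLF5 promoter-driven luciferase light; inactives centre near -14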
TRPC6 inh = mouse TRPC6 channel inhibition; HEK293-TRPC6, membrane potential dye, ACh-evoked depolarization; hits give low values; hit rate 1.1% among 310,000; B-score at 10 µM; Q61143;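 active = B-score under library mean minus 3 SD, initial fluorescence not abnormally high, positive integrated signal ratio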;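 note: B-score derived from integrated fluorescence ratio over the kinetic read; more negative B-score means stronger inhibition of depolarization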
Target sequence (Q61143 whole entry, looked up): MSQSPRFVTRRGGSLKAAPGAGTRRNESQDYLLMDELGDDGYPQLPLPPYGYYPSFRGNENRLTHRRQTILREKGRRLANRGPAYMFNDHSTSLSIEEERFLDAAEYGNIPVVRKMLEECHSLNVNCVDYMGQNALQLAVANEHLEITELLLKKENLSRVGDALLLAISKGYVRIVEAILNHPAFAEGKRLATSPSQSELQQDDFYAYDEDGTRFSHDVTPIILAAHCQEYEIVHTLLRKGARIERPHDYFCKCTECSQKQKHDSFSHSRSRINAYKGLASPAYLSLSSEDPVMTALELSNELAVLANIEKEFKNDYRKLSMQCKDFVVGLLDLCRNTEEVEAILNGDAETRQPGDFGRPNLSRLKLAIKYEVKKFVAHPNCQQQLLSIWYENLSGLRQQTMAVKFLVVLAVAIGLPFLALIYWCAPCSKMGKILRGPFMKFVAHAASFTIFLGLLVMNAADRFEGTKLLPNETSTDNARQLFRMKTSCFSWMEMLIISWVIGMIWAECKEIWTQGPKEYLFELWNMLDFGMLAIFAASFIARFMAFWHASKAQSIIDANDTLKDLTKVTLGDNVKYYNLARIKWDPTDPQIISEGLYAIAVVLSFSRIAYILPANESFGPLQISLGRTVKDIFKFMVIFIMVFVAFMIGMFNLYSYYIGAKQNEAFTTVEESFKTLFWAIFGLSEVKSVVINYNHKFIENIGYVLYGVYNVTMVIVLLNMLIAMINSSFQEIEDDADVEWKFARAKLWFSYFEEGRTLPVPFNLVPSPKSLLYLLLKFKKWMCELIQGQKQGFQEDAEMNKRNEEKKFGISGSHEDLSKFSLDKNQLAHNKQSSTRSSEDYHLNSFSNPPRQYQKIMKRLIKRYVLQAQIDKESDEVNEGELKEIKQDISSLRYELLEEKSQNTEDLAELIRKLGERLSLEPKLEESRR
TRPC4 act = activators of mouse TRPC4 channel | Q9QUQ5 | HEK293 TRPC4beta/mu-opioid, Fluo4 calcium fluorescence; hits give high values | B-score at 10 µM | hit rate 0.49% among 310,000 | AID 2237;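 active = B-score above 5 SD of library B-scores, and initial fluorescence ratio not above library mean plus 5 SD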;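 note: positive B-score marks a calcium rise read as TRPC4 activation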
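Technique: kinetic Fluo4 calcium fluorescence; Test system: TRPC4beta and mu-opioid receptor HEK293 stable cells; Measure: B-scored integrated calcium fluorescence ratio; Benchmarks: low control buffer alone, high control maximal DAMGO; Schedule: 45 min room-temperature Fluo4 loading, 110 s read.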
TRPC4 block = blocks the mouse TRPC4 cation channel; Q9QUQ5; HEK293 TRPC4beta/mu-opioid, DAMGO-evoked Fluo4 calcium flux; hits give low values; B-score at 10 µM; hit rate 0.39% among 300,000; AID 2247;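 active = B-score over 3 SD under the library average, no early fluorescence shift, positive overall ratio signal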
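Test system – stable TRPC4beta/mu-opioid receptor HEK293 cells · Probe or stimulus – DAMGO, a submaximal dose followed by a maximal one · Dosing – one concentration per compound · Signal – Fluo4 calcium fluorescence by kinetic imaging, 5 s 1 Hz baseline · Evaluation – per-well B score of integrated baseline-normalized Fluo4 ratio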
IEC-6 tox = kills IEC-6 intestinal cells in KLF5 counter-screen | IEC-6 cytotoxicity, luminescence viability | inhibition, % at 5 µM | AID 1825 | hit rate 0.78% among 290,000; in the data active = inhibition above about 22%;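 note: 0% = plate median of test compound wells and 100% = cytotoxic reference compound wells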
TRPC6 act = activates the mouse TRPC6 cation channel; HEK293-TRPC6 membrane potential dye fluorescence; hits give high values; B-score at 10 µM; hit rate 0.13% among 310,000; AID 2550;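 active = B-score of the integrated fluorescence ratio above library mean plus 3 SD, and starting fluorescence ratio within library mean plus 5 SD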;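 note: higher score means more depolarization so channel activation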
HIF act = HIF pathway transcriptional activation; U2OS HRE-luciferase reporter, luminescence; normalized: DMSO 0%, desferrioxamine 100%; activation, % at 7.5 µM (by protocol); hit rate 0.32% among 300,000;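 active = mean activation of at least 10% of the iron chelator positive control signal, with at least half of replicates also reaching 10%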
TRPC4 potent = allosteric potentiators of mouse TRPC4 channel; HEK293 TRPC4beta/mu-opioid, DAMGO EC20, Fluo-4 Ca2+ flux; hits give high values; B-score at 10 µM; hit rate 0.42% among 310,000;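 active = B-score of calcium response area above 5 SD of library B-scores, with initial fluorescence ratio within 5 SD of library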;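 note: B-score of integrated fluorescence ratio over time as area under calcium response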
* marks the source's active call; other numbers are inactive results; i = inactive; x = no result given.

SMILES	aSyn 5UTR inh	SKKanGAS inh	MrgX1 antag	KLF5 inhibitor	TRPC6 inh	TRPC4 act	TRPC4 block	IEC-6 tox	TRPC6 act	HIF act	TRPC4 potent
CC1=C(C(=O)OCc2ccccc2)C(c2cccs2)N2C(=O)CCSC2=N1 (stereo not drawn)	26.3	6.2	i	-40.0	i	i	i	2.8	i	-0.2	i
N#CC1=C(N)OC2=C(CC/C2=C\c2ccccc2)C1c1ccccc1 (stereo not drawn)	-63.0	13.1	i	-10.8	i	i	i	-3.4	27.2*	2.3	13*
Cc1nc2ccccc2c(=O)n1NC(=O)C1CCCCC1	8.6	7.6	i	-22.3	i	i	i	-1.3	i	-0.3	i
CC(C)Cc1ccccc1O	-6.6	-0.7	i	-20.6	i	i	i	0.6	i	0.1	i
Cc1nnc(SCc2ccc(C(=O)O)cc2)s1	-14.9	-3.0	i	-22.2	i	i	i	-2.5	i	0.1	i
COCCCNC(=O)Cn1cc2c(n1)CCC(C)C2 (stereo not drawn)	12.8	-3.0	i	-34.2	i	i	i	-4.3	i	-0.2	i
Cc1ccc(NC(=O)CSC2=NN3CCCC(=O)N=C3S2)cc1Cl	-8.6	4.7	i	-8.8	i	i	i	-3.9	i	0.1	i
CCOc1ccccc1Oc1ccc(C(F)(F)F)cn1	0.3	1.2	i	3.3	i	i	x	-0.9	i	-0.2	i
CCN(CC)c1ccc(C(=O)N2CCN(Cc3ccccc3)CC2)cc1	4.1	-8.0	i	-32.5	i	i	i	-1.4	i	0.0	i
Cc1ccc2[nH]c(=O)c(CN(CC3CCCO3)C(=S)Nc3ccccc3)cc2c1 (stereo not drawn)	9.3	7.4	i	-32.7	i	i	i	-6.5	i	0.0	i
COc1ccccc1N(C)S(=O)(=O)c1ccc(C(=O)OCC(=O)N2CCC2)cc1	-2.2	0.6	i	5.2	i	i	i	2.6	i	-0.1	i
O=S(=O)(N/N=C\c1ccc(-c2ccccc2Cl)o1)c1ccccc1	-19.5	2.2	i	-21.4	i	i	i	-2.2	i	-0.5	i
COc1ccc(C(=O)NCc2nnc(SCC(=O)Nc3cccc(F)c3)o2)cc1	-14.0	-23.5	i	2.0	i	i	i	2.1	i	-0.4	i
CC(C)CC(NC(=O)C(CC(C)C)NC(=O)OC(C)(C)C)C(=O)O (stereo not drawn)	-11.2	-0.3	i	-43.0	i	i	i	3.8	i	-0.1	i
C=CCn1c(SCC(=O)N2CCc3ccccc3C2)nc2sc(C)cc2c1=O	12.5	10.6	i	-15.1	i	i	i	3.8	i	0.1	i
CC1CCCCN1C(=O)c1ccc(Br)o1 (stereo not drawn)	6.1	8.2	i	-9.1	i	i	i	1.1	i	-0.1	i
O=C(CCSc1nc(-c2ccco2)cc(C(F)(F)F)n1)NCc1cccs1	-6.0	6.4	i	-15.3	i	i	i	1.4	i	-0.1	i
COCCCN1C(=O)C(=O)/C(=C(/O)c2ccc(OC)cc2)C1c1ccc(O)c(OC)c1 (stereo not drawn)	9.3	-5.6	i	-13.8	i	i	i	-6.1	i	0.0	i
CCSc1nc(O)c(CC)c(=O)n1C(C)CC (stereo not drawn)	x	12.7	i	11.5	i	i	i	3.0	i	x	i
CCCC1Cc2nc(N3CCCCC3)c(C#N)cc2CO1 (stereo not drawn)	15.4	-2.5	i	10.7	i	i	i	4.5	i	-0.1	10*
COC(=O)C(=Nc1ccccc1)/C(C(=O)C(=O)N(C)c1ccccc1)=C(\O)c1ccc(Cl)cc1	-50.5	-4.9	i	-19.9	i	i	i	-3.7	i	2.3	i
CN(C)Cc1c(C(=O)N/N=C/c2ccoc2)nnn1-c1nonc1N	4.8	4.5	i	-10.3	i	i	i	-3.3	i	0.0	i
COC(=O)C[N+](C)(C)CC#Cc1ccccc1	-1.7	3.1	i	-13.5	i	i	i	-6.8	i	-0.2	i
COc1ccc(/C=C/C(=O)Oc2ccc(C)c(C)c2)cc1OC	-19.9	-0.6	i	-13.5	i	i	i	-2.4	i	0.3	i
Cc1cccc(Nc2c3c(nc4ccccc24)CCC3)c1	-12.0	13.2	i	-20.9	i	i	-6*	7.0	i	0.0	i
CCC1CCCCN1Cc1ccc(CNS(=O)(=O)c2ccc3c(c2)oc(=O)n3C)o1 (stereo not drawn)	-60.5	x	i	15.7	i	x	x	7.9	i	0.3	x
O=C(OCC#CCSc1nnc(-c2ccc(Br)cc2)o1)c1cccs1	-10.6	-3.7	i	-4.1	i	i	i	3.1	i	-1.3	i
O=C(CSc1nc(=O)n2cc(Cl)ccc2n1)NCCc1ccccc1	-17.6	-0.2	i	x	i	i	i	x	i	-1.2	i
Cc1c(C(=O)N(CCO)Cc2ccccc2)oc2c(F)cccc12	-112.3	-6.3	i	-97.5	i	i	i	3.0	i	2.2	i
Cc1cc(C)nc(NC(=O)CSc2nc3cc(Cl)ccc3s2)n1	-7.4	-7.8	i	-5.4	i	i	i	-0.3	i	0.5	i
O=C(NCc1ccco1)c1nc2c(nnn2Cc2ccccc2Cl)c(=O)[nH]1	32.9	2.2	i	-4.0	i	i	i	-5.8	i	-0.1	i
O=C(CCN=C1NS(=O)(=O)c2ccccc21)OCc1cccc(Cl)c1	2.5	-17.8	i	x	i	i	i	x	i	-0.2	i
Cc1ccc(OCCN2CCOCC2)cc1C	-27.0	0.9	i	-61.3	i	i	i	-13.7	i	4.0	i
CCOC(=O)c1ccc2nc(NC(C)=O)sc2c1	-126.4	-6.4	i	-68.6	i	i	i	-15.6	i	0.7	i
Cc1cc(C2(c3ccc(O)c(C)c3)OC(=O)c3ccccc32)ccc1O	5.3	13.1	i	2.8	i	i	i	-1.6	i	-0.4	i
COc1ccc(CCn2c(=O)c3cccnc3n(Cc3cccc([N+](=O)[O-])c3)c2=O)cc1OC	23.0	x	i	5.7	i	i	i	4.2	i	-0.3	i

In a second layout: entries from further up
SMILES | aSyn 5UTR inh | SKKanGAS inh | MrgX1 antag | KLF5 inhibitor | TRPC6 inh | TRPC4 act | TRPC4 block | IEC-6 tox | TRPC6 act | HIF act | TRPC4 potent
O=C(OCC#CCSc1nnc(-c2ccc(Br)cc2)o1)c1cccs1 | -10.6 | -3.7 | i | -4.1 | i | i | i | 3.1 | i | -1.3 | i
O=C(CSc1nc(=O)n2cc(Cl)ccc2n1)NCCc1ccccc1 | -17.6 | -0.2 | i | x | i | i | i | x | i | -1.2 | i

More results.
SMILES	aSyn 5UTR inh	SKKanGAS inh	MrgX1 antag	KLF5 inhibitor	TRPC6 inh	TRPC4 act	TRPC4 block	IEC-6 tox	TRPC6 act	HIF act	TRPC4 potent
COc1cc(C=O)ccc1OCCSc1ccc(C)cc1	-129.2	0.2	i	-64.3	i	i	x	-4.9	i	1.7	i
CCOC(=O)/C(C#N)=C/c1cccn1-c1ccc(Cl)cc1	14.2	30.9	i	-8.3	i	i	i	-2.2	i	0.0	i
COC(=O)c1cc(N=C(N)N=C(N)N)cc(C(=O)OC)c1	9.3	-4.2	i	14.8	i	i	i	3.3	i	-0.1	i
Cc1ccc(C)c(S(=O)(=O)Nc2ccc(C(=O)NCC(c3ccco3)N3CCCCC3)cc2)c1 (stereo not drawn)	-7.8	0.3	i	-19.2	i	i	i	4.8	i	-0.1	i
CCOc1ccc(-n2cc(-c3ccc(OC)c(OC)c3)[nH]c2=S)cc1	-21.7	-1.7	i	-40.2	i	i	i	5.1	i	3.2	i
Cc1cc(=O)[nH]c(SCc2cccc3cccnc23)n1	x	2.4	i	-35.0	i	i	i	-1.0	i	x	i
NC(=O)CC(NC(=O)Cc1cccc2ccccc12)c1ccc(N2CCCCCCC2)c([N+](=O)[O-])c1 (stereo not drawn)	2.1	21.4	i	-2.1	i	i	i	-3.4	i	-0.9	i
O=C(Nc1ccc2ccccc2c1)c1cnccn1	-129.2	0.1	i	-195.5	i	i	i	0.8	i	0.4	i
O=C(N/N=C/c1ccccc1)c1n[nH]c2c1CCCC2	-87.5	-2.8	i	-81.1	i	i	i	6.5	i	1.6	i
COc1ccc2cc(C#N)c(N3CCOCC3)nc2c1	-4.4	0.7	i	-11.7	i	i	i	1.9	i	-1.6	i
O=C(c1ccccc1)c1ccc(C(=O)N2CCCC(C(F)(F)F)C2)cc1 (stereo not drawn)	-6.7	-0.9	i	x	i	i	i	x	i	-0.6	i
O=S(=O)(NCCNS(=O)(=O)c1cccs1)c1cccs1	0.6	2.2	i	-7.3	i	i	i	2.9	i	-0.4	i
O=C(C1CCCN(S(=O)(=O)c2cccc3nsnc23)C1)N1CCCCCC1 (stereo not drawn)	-1.3	-8.2	i	0.5	i	i	i	-10.9	i	-1.2	i
Cc1ccccc1N1CC(C(=O)Nc2ccc(S(=O)(=O)NCC3CCCO3)cc2)CC1=O (stereo not drawn)	6.8	-3.8	i	-13.6	i	i	i	-1.0	i	-0.1	i
CCOc1ccc(C(=O)N2CCn3c2nc2ccccc23)cc1	-69.2	-2.6	i	-19.9	i	i	i	-1.8	i	0.8	i
CCOc1ccc(Cl)cc1S(=O)(=O)N1CCC(C(=O)N2CCCC2)CC1	-2.0	-1.4	i	-26.9	i	i	i	-3.4	i	-0.4	i
CCOc1ccc(NC(=O)CCNc2c(N3CCCC3)c(=O)c2=O)cc1	4.5	3.1	i	-10.9	i	i	i	-0.5	i	-0.4	i
COc1cc2[nH]c(=S)n(NC(=O)c3ccccc3)c(=O)c2cc1OC	14.0	-0.3	i	-33.2	i	i	i	3.9	i	-0.1	i
Cc1ccc(-n2ncc(C#N)c2/N=C/N2CCN(C)CC2)cc1	12.3	-3.3	i	-25.4	i	i	i	7.9	i	0.2	i
COc1ccc(Cn2c(-c3ccc(C)cc3)c[n+]3ccccc23)cc1	-19.5	1.1	i	7.2	-6.25*	i	i	9.6	i	-0.1	i
O=[N+]([O-])c1ccc(NCc2ccc(Cl)cc2)nc1	-104.9	-2.5	i	-58.6	i	i	i	3.1	i	2.7	i
O=C(CSc1nnc(-c2cccnc2)n1CCc1ccccc1)NCc1ccccc1	7.7	0.8	i	-20.6	i	i	i	0.4	i	-0.1	i
O=C(O)C1Sc2[nH]c(=O)sc2C2c3ccc(O)cc3OC(=O)C12 (stereo not drawn)	-7.3	x	i	0.9	i	i	i	-9.1	i	-0.1	i
CC(C)CCNC(=O)C(c1ccco1)N(Cc1ccccc1)C(=O)c1snc(C(N)=O)c1N (stereo not drawn)	4.9	4.3	i	-10.1	i	i	i	8.2	i	-0.7	i
COc1ccc(CNC(=O)CSc2cc(=O)n(C)c3ccccc23)cc1	-19.1	3.0	i	6.2	i	i	i	-9.7	i	-0.2	i
CC(/C=N/N1CCN(c2ccc(C)cc2)CC1)=C\c1ccccc1	-28.9	0.3	i	-21.4	i	i	i	-5.2	i	-1.3	i
Cc1cc(C)n2nc(C(=O)OCCOc3ccc(Br)cc3)nc2n1	-3.5	-0.4	i	-11.1	i	i	i	1.3	i	-0.4	i
